Screening results: PubChem, NCI
NCI-60 one-dose screen, 48 h, at 10 µM unless noted. Numbers give growth in % (100 = growth as untreated, 0 = no growth, -100 = all killed).
T-47D: T-47D breast cancer. AID 1794792. 79,000 compounds, 5% hits
BT-549: BT-549 breast cancer | 78,000 compounds, 4.4% hits
HS 578T: HS 578T breast cancer; AID 1794788; 78,000 compounds, 4.1% hits
LOX IMVI: LOX IMVI melanoma; 79,000 compounds, 7.4% hits
MDA-MB-231: MDA-MB-231 breast cancer; 81,000 compounds, 5% hits; AID 1794789
MDA-MB-468: MDA-MB-468 breast cancer | AID 2202374 | 78,000 compounds, 8.5% hits
MCF7: MCF7 breast cancer. 82,000 compounds, 6.3% hits
MALME-3M: MALME-3M melanoma; 78,000 compounds, 5.8% hits
Numbers without * were called inactive; · = not tested or not shown; & = joins results of further samples. Rule for the calls: active = growth percent below 10; inactive = the rest. Rows were taken by chance; any-hit rate near 12%.

SMILES	T-47D	BT-549	HS 578T	LOX IMVI	MDA-MB-231	MDA-MB-468	MCF7	MALME-3M
COc1ccc(-c2coc3c(CO)c(O)ccc3c2=O)cc1	62	14	57	-28*	25	83	41	21
N/C(=N\N=C\c1ccccn1)c1ccccn1	97	102	·	104	114	99	98	85
CCC(=O)[N+](=O)c1ccc(C(=O)/C=C/c2ccc(N(C)C)cc2)cc1	·	86	90	91	75	53	86	88
CCC(=O)N(C)c1ccccc1	90	·	95	93	113	104	102	112
O=C1c2ccccc2C(=O)c2cc(Br)ccc21	87	109	107	104	97	118	88	139
O=S(=O)(NCCNc1nccc(-c2c(-c3ccccc3)nc3occn23)n1)c1ccc(C(F)(F)F)cc1	77	98	85	87	89	82	73	96
CCCCCCCCCCCCCCCCCCOc1ccccc1CC(=O)NCC[N+]1(C)CCOCC1	62	40	67	55	54	14	69	59
COc1cc2ncnc(Nc3nc4ccccc4[nH]3)c2cc1OC	59	86	106	80	95	81	43	79
CS(=O)(=O)Nc1ccc2nc(NC(=O)Nc3cccc(Cl)c3)sc2c1	70	95	90	69	75	74	69	69
COc1ccc(NC(=O)Nc2ccc(OCc3ccccc3)cc2)cc1	90	105	83	35	90	78	85	92
O=C(Nc1ccccc1)c1ccc(COc2ccccc2)o1	90	85	105	89	100	114	91	96
NC(=O)c1csc(CCNC(=O)c2ccccc2)n1	103&113	100&116	101&99	93&98	97&110	96&112	94&94	88&113
COc1ccc(/C=C/C(=O)c2ccc(S(=O)(=O)NCCNc3nc(Nc4ccc(F)cc4)nc(N(C)C)n3)cc2)cc1	18	36	39	-55*	29	-3.6*	-15*	49
CC(=O)Nc1cccc(-c2cccc(NS(=O)(=O)c3cccc4c(N(C)C)cccc34)c2)c1	47	65	83	81	72	25	56	67
NC(=S)n1[nH]c(N)c(N=Nc2ccc(S(=O)(=O)N=C(N)N)cc2)c1=O	76	127	105	101	96	76	93	99
CC(=O)C(/C=N/C(N)=O)=C(/C)O	·	101	108	93	97	109	106	106
O=C(/C=C/C(Cl)(Cl)Cl)Nc1ccc(Cl)cc1	95	102	105	-70*	113	·	100	121
CC(C)[C@@H]1CC[C@@H]2[C@@H]1[C@H](OC(=O)/C=C/c1ccccc1)[C@]1(C(C)C)C[C@@H](OC(=O)CO)[C@@]2(C)O1	52	21	-15*	81	78	113	72	80
Cc1nn(-c2ccccc2)cc1/C=N/Nc1nc(Nc2ccccc2)nc(Nc2ccc(S(N)(=O)=O)cc2)n1	19	22	14	-26*	-21*	-37*	-70*	-26*
COc1ccc2nc3c(cc2c1)CSc1nnc(-c2ccc[nH]c2=S)n1N3	94	102	107	104	95	98	106	99
COc1cc(NC(=O)CSc2nc3ccc(Cl)cc3c(=O)n2-c2ccc(F)cc2)cc(OC)c1OC	73	96	75	73	65	·	87	86
COC(=O)[C@]1(C(C)C)N[C@H](c2cn(-c3ccccc3)nc2-c2ccccc2)[C@@H]2C(=O)N(c3ccccc3)C(=O)[C@@H]21	96	82	109	90	102	130	91	106
Cn1cnc2c1c(=O)n(CCC(=O)Nc1ccccc1)c(=O)n2C	94	105	109	103	102	108	98	103
CN1NCc2cncnc21	108	100	104	106	110	100	98	116
COC(=O)CN1CC(=O)N2[C@@H](c3ccccc3)SC[C@H]2C1=O	105	103	113	103	122	111	100	118
COc1ccc(/C=N/c2n[nH]c(-c3ccc(OC)cc3)n2)cc1	92	97	96	95	99	106	92	97
COc1cc(OC)c(C(=O)/C=C/c2ccc(OC)c(OC)c2)cc1CC=C(C)C	61	76	81	65	74	61	64	108
CC(=O)Oc1ccccc1C(=O)Oc1ccc(C(C)=O)cc1	104	108	94	107	110	107	101	110
COc1ccc(C2C(=O)c3ccccc3C2=O)cc1	99	90	101	99	92	96	95	100
Cc1ccc(-c2nc(SCC(=O)c3ccccc3)[nH]c(=O)c2C#N)cc1	102	100	99	97	97	99	93	100
O=C1/C(=C/c2ccccc2CO)NC(=S)N1c1ccccc1	99	92	94	95	93	94	88	102
CN(C)Cc1cc(Cl)cc(Cl)c1O	95	126	112	95	106	103	99	116
CC(=O)N1C(=S)NC(=O)C1Cn1cnc2ccccc21 (stereo unspecified)	99	110	99	94	97	104	82	94
c1cc2c(c(CC3CO3)c1CC1CO1)OCCOCCOCCOCCO2 (stereo unspecified)	98	99	103	83	105	96	84	98
CN(C)c1ccc2c(c1)OC(N)=C(C#N)C2c1ccc2c(c1)CCO2 (stereo unspecified)	67	17	23	29	22	18	17	87
COc1ccc(-c2nnc(-c3ccc4c(c3)nc(-c3ccccc3)n4C3CCCCC3)o2)cc1	4.1*	31	103	37	73	84	33	69
CC(C)n1cnc2c(Nc3cccc(Cl)c3)nc(N[C@H]3CCCC[C@@H]3N)nc21	65	63	67	45	33	20	41	45
N#CC(C(=O)O)=C1CCCCCC1	100	96	98	97	100	102	116	96
CCNCC(O)Cc1ccc(OCC)cc1 (stereo unspecified)	92	81	101	106	109	105	102	104
CCOC(=O)/C(C#N)=C/c1ccc(N(C)C)cc1	98	97	101	93	109	99	93	97
Nc1nc2[nH]cc(CCc3ccc(C(=O)N[C@@H](CC(=O)O)c4nn[nH]n4)cc3)c2c(=O)[nH]1	98	117	94	101	111	106	100	104
Nc1ccc2c(c1)C(=O)c1cc(Cl)c(Cl)cc1-2	91	85	105	86	79	90	69	·
CC(=O)Oc1ccc(Cc2ccccc2)cc1	92	93	112	102	106	·	102	101
Cc1ccc(/C=C(\C#N)C(=O)Nc2ncc(Cc3cc(Cl)ccc3Cl)s2)o1	51	65	13	12	76	70	50	54
COc1ccc(NC(=O)Cn2cc(COn3nnc4ccccc43)nn2)cc1	101	132	104	101	104	104	96	104
COc1ccc2c(c1)c(-c1nc(-c3cn(C)c4ncccc34)cs1)cn2CCNC(=O)OC(C)(C)C	12	89	83	74	88	19	19	107
Cn1c2c(cc(S(=O)(=O)c3ccccc3)c1=O)CCc1c-2cnn1-c1cccc(Cl)c1	64	92	92	93	98	67	90	87
O=C(Nc1c(Cl)cccc1Cl)Oc1cccnc1	96	111	106	·	117	113	95	98
CS(=O)(=O)Nc1ccc(C(=O)CC2(O)C(=O)Nc3ccccc32)cc1 (stereo unspecified)	103	108	99	99	105	93	98	101
C(=N\Nc1nnc2n1N=C(c1ccccc1)CS2)/c1ccco1	90	102	102	102	101	79	41	109
CC(=O)Nc1ccc(S(=O)(=O)N/N=C/CCc2ccccc2)cc1	106	104	100	94	102	103	104	·
Clc1ccc(-c2cc(-c3ccccc3)nc(N3CCN(CCCNc4ccnc5cc(Cl)ccc45)CC3)n2)cc1	-56*	100	-18*	-96*	-52*	-34*	-18*	-33*
O=C1OCC(CC2=C(O)C(=O)OC2)=C1O	100&112	104&105	111&92	102&101	108	107&109	89&93	·
O=c1oc2ccc(Br)cc2cc1-c1csc(N=Nc2c(O)[nH]c3ccc(Br)cc23)n1	91	102	111	97	100	105	99	110
CCCCCCCCCCCCCCCCCCNC(=S)N=Nc1c(O)[nH]c2ccccc12	83	106	83	86	98	84	84	78
O=[N+]([O-])c1ccc2[nH]ncc2c1	98	110	115	102	89	122	90	117
CC(=O)c1cc2c(C)cc(=O)oc2cc1OCCN1CCOCC1	96	122	104	103	98	102	96	105
COc1ccc2nc(C)sc2c1	111	102	106	97	·	97	89	·
CCOC(=O)CC[C@H](NC(=O)c1ccc(NC(=O)Cn2c(C)nc3c(c(C)nn3-c3ccc(Cl)cc3)c2=O)cc1)C(=O)OCC	100	94	·	·	·	93	92	95
CCSc1nnc(-c2cnn3c2NC(c2ccccc2)C3)n1-c1ccc(F)cc1 (stereo unspecified)	96	103	81	98	94	94	90	104

Further results:
SMILES	T-47D	BT-549	HS 578T	LOX IMVI	MDA-MB-231	MDA-MB-468	MCF7	MALME-3M
O=c1[nH]c2cc(Cl)ccc2c(O)c1/C=N/Nc1nc(-c2ccccc2)cs1	68	76	109	74	71	101	89	97
CS(=O)(=O)Oc1ccc(Cl)cc1	109	107	92	96	115	113	102	111
COc1ccc(NC(=O)c2ccc(NC3=C(c4ccc(Cl)cc4)C(=O)NC3=O)cc2)cc1	62	82	102	88	85	88	84	87
Cc1ccc2nc(SCC(=O)Nc3c(C)cccc3C)n(-c3ccc(F)cc3)c(=O)c2c1	72	78	84	66	71	64	82	81
O=C(Nc1ccc(C2=NCCN2)cc1)Nc1cccc(NC(=O)Nc2cccc(C3=NCCN3)c2)c1	89	92	81	102	109	82	42	77
O=C(CC(=O)N/N=C/c1ccc2c(c1)CCC2)N/N=C/c1ccc2c(c1)CCC2	98&75	102&101	100&96	97&95	113&96	106	96&90	105&101
Cc1ccc2ccccc2c1[N+](=O)[O-]	·	95	109	101	124	111	·	169
CC(NC(=O)C(Cc1ccc(OC(=O)c2ccccc2)cc1)NC(=O)OC(C)(C)C)C(=O)NCC(=O)NC(Cc1ccccc1)NC(=O)OCc1ccccc1 (stereo unspecified)	82	91	93	103	94	99	98	103
O=C(O)CSc1ccc(Cl)cc1	92	97	109	93	98	103	93	96
COc1ccc(Cl)[n+]([O-])n1	97	·	·	107	114	109	101	102
O=C(Nc1ccc(Cl)c(C(F)(F)F)c1)Nc1ccc2c(ccn2C(=O)c2cccc(F)c2)c1	0.6*	53	52	38	87	9.3*	13	56
COc1cccc2cc(N(C)c3nc(C)nc4ccsc34)ccc12	60	13	18	16	29	20	17	52
COc1ccc(C2CC(c3cc4ccccc4oc3=O)=NN2c2ccc(S(N)(=O)=O)cc2)cc1 (stereo unspecified)	91	·	100	102	83	86	91	80
COc1cccc(\C=N/N=C(N)/C(N)=N\N=C/c2cccc(OC)c2OC)c1OC	105	116	106	106	120	115	112	113
C=C1[C@]2(C)CC3[C@@]4(C)CC[C@H](O)C(C)(C)C4CC[C@@]3(C)[C@@]1(C(=O)OC)C=C(C)C2=O (stereo partly specified)	94	111	92	91	91	86	98	90
O=C(CN1CCN(c2ccccc2)CC1)Nc1nc2c(s1)Nc1ccccc1NC2=O	98	95	125	·	117	108	96	107
Cc1cccc(Cl)c1NC(=O)CCCl	106	116	102	108	103	92	97	104
COC(=O)C1CC2(C(=O)OC)CC(C(=O)OC)(CC(C(=O)OC)C2=O)C1=O (stereo unspecified)	102&104	103&96	102&123	97&102	105&116	105&99	99&101	102&96
C/C(=N\NC(=O)c1ccncc1)c1ccccc1O	24&31	21&52	76	11&23	36&35	23&13	13&13	53&66
NC(=O)N/N=C/c1ccc(Br)o1	91	104	109	94	99	109	95	106
COc1cccc(/C=C2\COc3ccc(O)c(O)c3C2=O)c1	-0.6*	16	20	-82*	0.9*	-11*	18	-26*
CSS[C@@H]1O[C@]23OC[C@H](O)[C@H]2OC(=O)[C@]3(O)[C@H]1C	89	98	96	95	104	105	99	100
C#CCOc1ccc(/C=N/Nc2nc(-c3ccc(OC)cc3)cs2)cc1OCC#C	44	74	94	84	82	54	47	121
CC(C)(C)c1ccc(OP(=S)(N/N=C/c2ccccc2O)Oc2ccc(C(C)(C)C)cc2)cc1	70	90	94	68	63	35	54	87
NS(=O)(=O)Oc1cccc(NC(=O)C23CC4CC(CC(C4)C2)C3)c1	97	105	105	104	96	114	96	101
O=C1/C(=C/c2cc(-c3ccc4c(c3)OCO4)n[nH]2)CCc2ccccc21	78	95	96	92	87	99	78	87
Cc1ccc2c(ccc3ccccc32)n1	86&111	105&145	104&107	102&106	126&106	103&113	88&108	107&114
COc1ccc2nc3cc(Cl)ccc3c(N3CCN(c4ccnc(Nc5ccc(F)cc5)n4)CC3)c2c1	54	88	94	·	58	64	49	105
Cc1nn(-c2nc(-c3ccccc3)c(C#N)c(=O)n2C)c(C)c1N=Nc1c(C)n(C)n(-c2ccccc2)c1=O	86	102	77	86	97	82	89	95
COc1ccc(-c2cc(-c3ccccc3)[nH]c(=O)c2C#N)cc1	75	74	79	92	85	102	74	108
COc1ccc(N)c(-c2cc3c(c4c2[nH]c2ccc(OC)cc24)CCCC3)c1	63	75	86	83	78	95	69	108
COc1ccc(C2CC(=O)Nc3nc(N)sc32)cc1OC (stereo unspecified)	102	134	108	105	115	88	93	104
